Source: PubChem BioAssay (several laboratories)
proCasp3 act – activators of human procaspase-3; recombinant procaspase-3 D3A, Ac-DEVD-pNA absorbance 405 nm; P42574; AID 463141; actives 0.11% (n = 330,000); activation, % at 8.5 µM;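 active = activation above the mean of all tested compounds plus 3 SD, cut at about 21% in these data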;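 also: 0% = DMSO alone and 100% = DMSO wells spiked with extra 5 µM PC-3 D3A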
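Compound: 8.5 µM single point, 0.8% DMSO / Material: Autoprocessing-dead procaspase-3 D3A mutant enzyme / Timing: 1 h preincubation plus 2 h reaction at 25 °C / Medium: Zinc-free HEPES/NaCl buffer with 0.01% Triton X-100 at pH 7.4 / Technique: 405 nm absorbance of p-nitroaniline, reads at 0 and 120 min / Repeats: one well per compound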
LAP4-GFP MLPCN – modulators of TOR pathway LAP4-GFP in S. cerevisiae. GFP response vs DMSO, % at 10 µM. actives 0.34% (n = 320,000). S. cerevisiae LAP4-GFP multiplex, flow cytometry GFP, 3 h; median GFP as percent of DMSO wells;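 active = GFP response vs DMSO above a set limit, about the screen mean plus 3 SD, cut at about 150% in these data; inconclusive = under 70 cell events counted for the yeast strain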
EBNA-1 inh – blocks EBNA-1 binding to DNA; EBNA-1 DNA binding, fluorescence polarization; inhibition, % at 14.8 µM; actives 0.34% (n = 300,000); in the data active = inhibition above about 28%
MEP2 TOR yeast – modulators of TOR pathway MEP2-GFP in S. cerevisiae; actives 0.51% (n = 330,000); S. cerevisiae MEP2-GFP strain, flow cytometry GFP, 3 h; 100% = DMSO control level; GFP response vs DMSO, % at 10 µM;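 active = GFP response versus DMSO above a set limit, roughly screen mean plus 3 SD, cut at about 180% in these data; inconclusive = fewer than 70 cells counted for a yeast strain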;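 also: median GFP fluorescence of the barcode-gated MEP2-GFP cells per well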
ZTA counter – counter-screen for EBNA-1 inhibitors: inhibitors of Epstein-Barr virus ZTA; ZTA-DNA binding, fluorescence polarization; inhibition, % at 11 µM; actives 0.15% (n = 320,000); in the data active = inhibition above about 33%
procasp7 counter – counter-screen: procaspase-7 (human) activation | actives 0.093% (n = 330,000) | AID 463210 | activation, % at 8.5 µM | recombinant procaspase-7, Ac-DEVD-pNA absorbance 405 nm; D23A/D198A/D206A triple mutant, cannot self-cleave; scale: DMSO 0, 5 µM enzyme 100 | P55210;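 active = percent activation above the screen-wide mean plus 3 SD, cut at about 25% in these data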
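Test system: Procaspase-7 triple mutant (PC-7 D3A). Also added: Ac-DEVD-pNA substrate, 400 µM as added. Schedule: 1 h enzyme–compound preincubation and 2 h substrate reaction, both 25 °C. Signal: p-Nitroaniline absorbance at 405 nm, read at 0 and 120 min. Control set: low DMSO alone, high DMSO plus 5 µM PC-7.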
AHR act – activates the human aryl hydrocarbon receptor; P35869; AHR-responsive luciferase reporter cells, luminescence; activation, % at 5 µM; actives 2.5% (n = 320,000); in the data active = activation above about 47%;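 also: 0% = vehicle wells and 100% = reference agonist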
Target sequence (P35869 whole entry, looked up): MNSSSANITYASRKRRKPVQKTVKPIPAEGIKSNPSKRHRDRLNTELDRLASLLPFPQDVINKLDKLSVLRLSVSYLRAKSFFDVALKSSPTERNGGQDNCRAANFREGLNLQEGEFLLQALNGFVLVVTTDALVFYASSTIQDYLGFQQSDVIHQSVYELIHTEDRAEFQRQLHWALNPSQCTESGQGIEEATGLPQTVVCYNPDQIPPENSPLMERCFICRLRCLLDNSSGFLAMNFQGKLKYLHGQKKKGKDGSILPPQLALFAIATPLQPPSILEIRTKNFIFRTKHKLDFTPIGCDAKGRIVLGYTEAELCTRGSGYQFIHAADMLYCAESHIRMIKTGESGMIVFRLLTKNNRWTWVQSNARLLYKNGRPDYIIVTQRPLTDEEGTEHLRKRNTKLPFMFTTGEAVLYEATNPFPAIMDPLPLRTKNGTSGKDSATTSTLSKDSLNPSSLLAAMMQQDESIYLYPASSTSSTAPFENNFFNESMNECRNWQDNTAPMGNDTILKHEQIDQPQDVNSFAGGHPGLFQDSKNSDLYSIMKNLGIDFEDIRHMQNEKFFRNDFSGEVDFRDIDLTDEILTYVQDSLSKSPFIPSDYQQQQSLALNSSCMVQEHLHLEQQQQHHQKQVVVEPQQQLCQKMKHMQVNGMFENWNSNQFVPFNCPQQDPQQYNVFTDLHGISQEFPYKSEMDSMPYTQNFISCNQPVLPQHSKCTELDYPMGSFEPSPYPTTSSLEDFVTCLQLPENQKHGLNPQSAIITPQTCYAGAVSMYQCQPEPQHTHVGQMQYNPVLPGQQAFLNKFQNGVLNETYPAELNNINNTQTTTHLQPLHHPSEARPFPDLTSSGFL
RPL19A TOR yeast – modulators of TOR pathway RPL19A-GFP in S. cerevisiae. percent response vs DMSO, % at 10 µM. S. cerevisiae RPL19A-GFP strain, flow cytometry, 3 h; hits give low values. actives 0.3% (n = 330,000);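 active = percent response vs DMSO below 50%; inconclusive = fewer than 70 events counted for the yeast strain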;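 also: median channel GFP fluorescence of the barcoded RPL19A-GFP strain; ratio of sample median GFP to plate DMSO average so 100% = DMSO; lower means less RPL19A-GFP as with rapamycin TOR inhibition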
The depositor's hits bear a star; ? = inconclusive; nt = not tested or not shown; & = joins results of further samples; ! = not active in a repeat; [ ] = remark or other dose. This is a random part of the collection. About 3.8% of those tested had a hit in this group.

SMILES | proCasp3 act | LAP4-GFP MLPCN | EBNA-1 inh | MEP2 TOR yeast | ZTA counter | procasp7 counter | AHR act | RPL19A TOR yeast
COC(=O)c1cc(S(=O)(=O)NCCN2CCOCC2)cn1C | 10 | 100 | 4 | 97 | 5 | 4 | 0 | 102
CN(CCc1ccccc1)C(=O)c1cccc(NC(=O)Cc2cccc([N+](=O)[O-])c2)c1 | 4 | 88 | nt | 92 | nt | -3 | 0 | 100
CN(C)c1ccc(-c2noc(C3CCN(S(=O)(=O)c4cccc(C(=O)O)c4)CC3)n2)cc1 | 5 | 83 | 10 | 79 | -2 | 1 | -1 | 90
O=C(CSCc1ccc(F)cc1)NC1CCCC1 | 6 | 103 | -8 | 107 | 0 | -1 | -9 | 100
Cc1ccc(OCCOC(=O)c2nc3nccc(C)n3n2)cc1 | 3 | 98 | -15 | 98 | -4 | 3 | 3 | 97
O=[N+]([O-])c1cccc2c3c([nH]c12)CCCC3 | -1 | 108 | 4 | 101 | 4 | 0 | -1 | 102
CCOC(=O)c1sc(N(Cc2ccccc2)C(=O)COC(=O)c2cnccn2)nc1C | 7 | 95 | 5 | 101 | 23 | 4 | 1 | 104
COc1ccc(CNC(=O)OCCN2CCN(S(=O)(=O)c3ccc(C)cc3)CCC2=O)cc1 | 7 | 104 | -2 | 92 | -2 | -2 | 4 | 99
CCC(CC)NC(=O)Nc1cccc(C)c1C | 1 | 93 | -11 | 103 | -14 | -2 | -1 | 103
O=S(=O)(NC1CC2CCC1C2)c1ccc(Br)s1 (stereo not given) | -7 | 106 | 6 | 108 | 17 | -4 | 4 | 97
Cc1ccc(NC(=O)C(NC2CCCC2)c2ccccc2)cc1Cl (stereo not given) | 0 | 91 | 4 | 96 | -1 | 1 | -2 | 97
CCCCc1cc(=O)oc2cc(C)cc(OC(C)C(=O)NCc3cccnc3)c12 (stereo not given) | 5 | ? | -4 | ? | -1 | 3 | 8 | ?
CC1CC(C)CN(CCOc2cccc(Cl)c2Cl)C1 (stereo not given) | 8 | 107 | 5 | 104 | -1 | -5 | 7 | 105
O=[N+]([O-])c1cccnc1Sc1ccc(Cl)cc1 | 3 | 97 | -3 | 113 | -11 | -3 | 1 | 101
COc1ccccc1N1CCN(C(=O)CSc2nc(C)c(C)c(=O)[nH]2)CC1 | 2 | 118 | 0 | 108 | 3 | 2 | 2 | 110
CC1CN(S(=O)(=O)c2cccc(C(=O)N(C)C3CCN(C)CC3)c2)CC(C)O1 (stereo not given) | -2 | 105 | nt | 105 | 2 | -12 | 2 | 108
C/C(=N\NC(=O)C(=O)Nc1c(C)n(C)n(-c2ccccc2)c1=O)c1ccncc1 | 3 | 99 | 2 | 95 | 12 | 11 | -1 | 91
CCCOc1ccccc1C1NC(=O)NC(C)=C1C(=O)OCCOCC (stereo not given) | 3 | 101 | -2 | 102 | 11 | 4 | 0 | 102
CN(Cc1ccccc1)C(=O)CN1C(=O)NC2(CCCCCCC2)C1=O | 10 | 97 | nt | 97 | 7 | 0 | -1 | 100
N#CCSCC(=O)Nc1ccc(F)cc1 | -1 | 103 | -4 | 101 | 3 | 4 | 0 | 100
Clc1ccccc1-c1nnc2n1CCCCC2 | -12 | nt | 11 | 102 | 17 | 2 | -2 | 101
Cn1c(-c2c(N)n(C3CCCC3)c3nc4ccccc4nc23)nc2ccccc21 | -28 | 110 | 5 | 105 | 15 | -47 | 13 | 98
Cn1cccc1CNC1CCCC1 | 8 | 98 | -5 | 103 | -8 | -1 | -1 | 104
O=C(Nc1ccccc1-c1nc2ccccc2[nH]1)c1sc2ccccc2c1Cl | 5 | 106 | -4 | 106 | 8 | 4 | 16 | 106
Cc1cccc(C)c1NC(=O)C1(NC(=O)c2cnccn2)CCCCC1 | 1 | 96 | 7 | 107 | -7 | 2 | 4 | 100
COc1ccc2c(c1)cc1n2CCN=C1NCCO | -4 | 100 | -15 | 99 | -1 | 0 | 6 | 97
OCCSc1c(F)c(SCCO)c(SCCO)c(F)c1SCCO | 1 | 109 | 6 | 105 | -20 | -7 | 5 | 105
Cc1[nH]c(C(=O)O)c(C)c1C(=O)OC(C)C | -7 | 97 | 1 | 89 | -1 | 2 | 2 | 100
CN1CCc2c(sc3c2c(=O)n(-c2cccc(Cl)c2)c2nncn32)C1 | -13 | 94 | -4 | 101 | 1 | -17 | -1 | 96
Nc1nnn(Cc2ccccc2)n1 | 0 | 100 | 4 | 103 | 6 | 10 | -2 | 98
CCCN1CCN(C(=O)CCS(=O)(=O)c2cc3c(cc2Cl)NC(=O)CO3)CC1 | 6 | 98 | 4 | 100 | 3 | 10 | -3 | 97
CC(C)OC(=O)c1sc2nc3c(cc2c1N)C(=O)CCC3 | -18 | 95 | -14 | 99 | 3 | -4 | 31 | 98
CC1=Nc2ccccc2N=C(NC(=O)CN2CCN(c3ccc(F)cc3)CC2)C1c1ccccc1 (stereo not given) | -5 | 111 | 1 | 86 | 9 | 7 | 0 | 96
COCCCn1c(SCC(=O)Nc2oc(C)c3c(C)n[nH]c(=O)c23)nc2sc3c(c2c1=O)CCC3 | -12 | 107 | -12 | 105 | 9 | -10 | 14 | 103
O=C(CCc1nc2ccccc2[nH]1)Nc1ccc2c(c1)OCCO2 | -1 | 99 | -4 | 99 | 21 | 6 | 4 | 98
COc1ccc(CCNC(=O)c2ccc(C)s2)cc1OC | 11 | 113 | 11 | 100 | 28 | 5 | -1 | 97
O=C(COc1ccc(F)cc1Cl)Nc1cccc(S(=O)(=O)N2CCCC2)c1 | -13 | 95 | nt | 98 | -7 | -7 | 2 | 101
Cc1c(-n2c(-c3ccccc3)nc3ccccc3c2=O)c(=O)n(-c2ccccc2)n1C | -2 | 96 | -14 | 102 | 1 | 6 | 0 | 101
CCOc1ccc(NC(=O)c2ccccc2C(=O)c2ccccc2)cc1OCC | 3 | 101 | -2 | 112 | -6 | -2 | 4 | 109
COCc1[nH]nc2c1C(c1cccc(OC)c1)C(C#N)=C(N)O2 (stereo not given) | -2 | 104 | 3 | 102 | -6 | -4 | -2 | 106
O=C(c1ccccc1)c1cccc(C(=O)c2ccccc2)c1 | 1 | 99 | nt | 89 | -4 | -8 | 1 | 93
COc1cccc(/C(=N/O)C2CC2c2ccc(Cl)cc2)c1 (stereo not given) | -1 | 100 | -1 | 101 | 8 | -13 | -5 | 108
Cc1ccc(NC(=S)NNS(=O)(=O)c2ccc3ccccc3c2)cc1Cl | 6 | 97 | 9 | 99 | 5 | 2 | -2 | 106
Cc1cc(NCCO)nc(N2CCOCC2)n1 | -3 | 104 | 11 | 99 | -8 | 3 | 0 | 100
COC(=O)c1cccc(C23CC4(C2)[C@H](CN(CC2CCCCC2)[C@@H]4c2ccccc2)C3c2ccccc2)c1 (stereo not given in full) | 0 | 105 | -3 | 91 | -12 | 1 | 1 | 106
Cn1ccc(NS(=O)(=O)c2cc(Br)ccc2Br)n1 | 6 | 98 | nt | 101 | -21 | -1 | 3 | 96
CCC(C(=O)N1CCOCC1)n1c(C(=O)OC)cc2occc21 (stereo not given) | 1 | 101 | 10 | 103 | 4 | 1 | -3 | 98
Cc1nccn1-c1c([N+](=O)[O-])c(=O)n(C)c2ccccc12 | 4 | 107 | 1 | 96 | -4 | 4 | 14 | 98
CC(C)CC(=O)Nc1ccc(C(=O)CN2CCN(c3ccc(O)cc3)CC2)cc1 | 1 | 58[may fluoresce violet] | -2 | 237*[may fluoresce violet] | 2 | -4 | 0 | 26*[may fluoresce violet]
CC1=C(C(N)=O)C(c2ccccc2)n2nc(-c3cccc(C)c3)nc2N1 (stereo not given) | 2 | 104 | -1 | 97 | 15 | -4 | 2 | 99

The list goes on:
SMILES | proCasp3 act | LAP4-GFP MLPCN | EBNA-1 inh | MEP2 TOR yeast | ZTA counter | procasp7 counter | AHR act | RPL19A TOR yeast
CC1(C)Cc2c(C#N)c(N3CCN(C(=O)c4ccccc4)CC3)nc(Cc3ccccc3)c2CO1 | 2 | 103 | -3 | 98 | 8 | 19 | 2 | 97
CCn1c(=O)c(C(=O)CN2CCOCC2)c(N)n(Cc2ccccc2)c1=O | 2 | 99 | -9 | 96 | 2 | 3 | -2 | 96
CC1CCCN(S(=O)(=O)c2cccc(C(=O)NCC3CCCO3)c2)C1 (stereo not given) | -1 | 96 | nt | 94 | nt | 5 | 1 | 94
COc1cccc(-c2nnc(NC(=O)c3ccc(S(=O)(=O)N(CC(C)C)CC(C)C)cc3)o2)c1 | 9 | 96 | 4 | 105 | 12 | -1 | 1 | 95
CC(NC(=O)c1cc(COc2ccccc2)on1)c1nccs1 (stereo not given) | 5 | 107 | 8 | 112 | 10 | 7 | 23 | 109
c1ccc(Cc2nnc(Sc3ccccc3)c3ccccc23)cc1 | 5 | 120 | -11 | 104 | 6 | 3 | -4 | 102
Cc1ccc(-n2c(COc3c(C)cccc3C)nnc2SCC(=O)Nc2nccs2)cc1 | -5 | 97 | 13 | 109 | 12 | -3 | -3 | 83
N#Cc1ccc(-c2ccccc2)nc1Sc1ccc(F)cc1 | -9 | 98 | -7 | 108 | -6 | 3 | 0 | 101
COc1ccccc1OCCOc1ccccc1/C=N/n1cnnc1 | 5 | 100 | -9 | 99 | -13 | 13 | 12 | 96
CC(=O)CC(C)(C)S(=O)(=O)c1ccc(NC(C)=O)cc1 | 4 | 98 | 0 | 116 | 11 | 0 | 0 | 103
O=C(COC(=O)CCSc1ccc(Cl)cc1)NCc1ccccc1 | -1 | 107 | 0 | 106 | 4 | 9 | -2 | 103
Cc1ccc(C)c(C(=O)c2ccccc2NC(=O)c2ccccn2)c1 | 0 | 98 | -1 | 106 | -4 | 0 | 2 | 104
COc1cc(/C=C2\C(=O)N(CCC#N)N=C2C)ccc1OCC(=O)Nc1ccccc1 | -7 | 97 | -2 | 95 | 4 | -30 | 5 | 92
Fc1ccc2nc(-c3ccccc3)nc(SCc3nnc(-c4ccccc4)o3)c2c1 | 9 | 97 | 2 | 105 | 19 | 13 | 24 | 104
COC(=O)[C@H]1[C@H]2C[C@H]3c4[nH]c5ccccc5c4CCN3C[C@@H]2CC[C@@H]1O | 7&9 | 117&111 | 10&-1 | 96&100 | 43*! | -11&-1 | 22&3 | 104&102
Cn1c(=O)c(C(=O)NNC(=O)c2ccccc2F)c(O)c2ccccc21 | -4 | 92 | 3 | 91 | -5 | 6 | 66* | 108
COc1ccc(C(C(=O)NC2CCCC2)N(Cc2cccnc2)C(=O)c2snc(C(N)=O)c2N)cc1 (stereo not given) | 3 | 97 | 2 | 99 | 8 | 8 | -2 | 100
CCC(CC)C(=O)NCCc1cc2ccc(C)cc2[nH]c1=O | -3 | 93 | 1 | 97 | -4 | -5 | 10 | 93
